XIAP antagonists – XIAP antagonists, biochemical, IAP family, fluorescence polarization (AID 1018); one-dose displacement, % at 20 µM; IC50 in µM for titrated hits; XIAP BIR domain, fluorescence polarization peptide displacement; higher % means a stronger effect; 200,000 tested, 0.007% active; in the data active means displacement above about 50%; further: a part of the inactive calls stands beside numbers as strong as those of hits
Myeloid diff 2 – induction of myeloid progenitor differentiation, primary screen, cell-based, flow cytometry, MLPCN library; ER-HoxA9 myeloid progenitors, lysozyme-GFP differentiation; calls only at 10 µM; 360,000 tested, 1% active; AID 624256, 2012;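 active means normalized GFP-positive differentiation at or above the plate's own cutoff, the solvent-only control mean plus 3 SD; inconclusive means no clear call, values can overlap the other calls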;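 further: cells exposed to compound for four days before flow analysis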
Dengue-2 NS5 capping – Dengue-2 NS5 methyltransferase inhibitors, primary screen, biochemical, confirmation dose response (AID 588689). Genome polyprotein (Dengue virus type 2 (strain 16681-PDK53)). Dengue-2 NS5 methyltransferase capping enzyme assay, biochemical; higher % means a stronger effect. inhibition, % at 25 µM; hits with a dose series show IC50 in µM. 340,000 tested, 0.3% active; in the data active means a potency from the dose series; inconclusive means inhibition above about 29% without an active follow-up result
HEK293 NOD2/NF-kB – NOD2 signaling inhibitors, cell-based, luminescence, uHTS, HEK293 (AID 1566) | HEK293 NOD2/NF-kB luciferase reporter, luminescence; higher % means a stronger effect | inhibition, % at 4 µM; hits with a dose series show EC50 in µM | 290,000 tested, 0.63% active; further: many of its hits are not listed in these tables
AID2073 – inhibitors of Mint1-CaV2.2 protein interaction, biochemical, HTRF (AID 2073); HTRF protein-protein interaction, Mint1-CaV2.2; higher % means a stronger effect; inhibition, % at 20 µM; hits with a dose series show IC50 in µM; 290,000 tested, 0.19% active; in the data active means inhibition mostly above about 51%, no sharp cut-off; inconclusive means no clear call, values can overlap the other calls; inactive means mostly below about 53%; further: some results filed as inactive read as strong as hits
LYP phosphatase – inhibitors of LYP phosphatase, biochemical, fluorescence intensity, uHTS (AID 1779); recombinant LYP phosphatase, fluorescence intensity; higher % means a stronger effect; inhibition, % at 11.5 µM; hits with a dose series show IC50 in µM; Tyrosine-protein phosphatase non-receptor type 22 (Homo sapiens); 290,000 tested, 0.054% active;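 further: plate controls were vehicle with enzyme for no effect and no enzyme for full effect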
HIV peptide binding – inhibitors of HIV fusion peptide binding, primary screen, biochemical, uHTS, fluorescence dequenching (AID 1986) | cell-free peptide binding, fluorescence dequenching, 30 min; higher % means a stronger effect | inhibition, % at 20 µM, or IC50 in µM where a hit was titrated | 290,000 tested, 0.3% active; in the data active means inhibition mostly above about 52%, no sharp cut-off; inactive means mostly below about 76%; further: some results filed as inactive read as strong as hits
Hep lipid drop – inhibitors of hepatocyte lipid droplet formation, primary screen, imaging, high-throughput imaging, BODIPY stain. AML12 mouse hepatocytes, oleate lipid droplets. inhibition, % at 6.5 µM. 240,000 tested, 0.4% active;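 active means lipid droplet intensity inhibited by at least 50%, with more than 500 cells counted; inconclusive means wells with under 300 cells, treated as cytotoxic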
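Technique: fluorescence imaging, 20x objective, two fields per well / Assay system: AML12 hepatocytes (mouse) / Measure: % inhibition of lipid droplet signal / Doses: 6.5 µM single-point dosing / Incubation: overnight exposure / Reagent: 100 µM oleic acid challenge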
SIAH1 antagonists – Siah-1 peptide-binding antagonists, primary screen, biochemical, fluorescence polarization, rhodamine-plectin, uHTS (AID 1817); Siah-1 / rhodamine-plectin peptide fluorescence polarization; higher % means a stronger effect; displacement, % at 20 µM, or IC50 in µM where a hit was titrated; 290,000 tested, 0.02% active;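 active means displacement of at least 50% at 20 µM, with a fluorescence ratio check between 0.3 and a set limit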;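 further: plate controls were Siah plus tracer with DMSO for no effect and tracer alone without Siah for full effect; strong numbers were not always called active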
Hep lipid drop cells 6.5 µM – also measured in Hep lipid drop; calls as there; cell count; measured here: cell count, cytotoxicity flag;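 cells counted across two imaged fields per well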
Myeloid diff 2 GFP+ MAC1+ % – also measured in Myeloid diff 2; calls as there; GFP+ MAC1+ double positive, %; measured here: differentiation confirmed by MAC1 staining
The depositor's hits bear a star. Unless noted, no stated cut-off is given here; in the data, active means inhibition above about 50%; inactive means the rest.

Screening CCOc1cc(/C=C2/C(=N)N3OC(C)=CC3=NC2=O)ccc1OCCOc1ccccc1 returned XIAP antagonists -4.4%, Myeloid diff 2 inactive, Dengue-2 NS5 capping -4%, HEK293 NOD2/NF-kB -6%, AID2073 49%, LYP phosphatase -2%, HIV peptide binding -0.7%, Hep lipid drop 1, SIAH1 antagonists 4%, Hep lipid drop cells 6.5 µM 794 and Myeloid diff 2 GFP+ MAC1+ % 0.4.
For O=C(CCc1nc2ccccc2c(=O)[nH]1)N1CCN(c2ccc(F)cc2)CC1 the results were XIAP antagonists -2.1%, Myeloid diff 2 inactive, Dengue-2 NS5 capping 4%, HEK293 NOD2/NF-kB 16%, AID2073 5%, LYP phosphatase -4%, HIV peptide binding -0.7%, Hep lipid drop -3, SIAH1 antagonists 1%, Hep lipid drop cells 6.5 µM 669 and Myeloid diff 2 GFP+ MAC1+ % 0.5.
`Cc1cc(C(=O)NNC(=S)NCc2ccccc2)cs1` gave XIAP antagonists -12%, Myeloid diff 2 inactive, Dengue-2 NS5 capping 19%, HEK293 NOD2/NF-kB -7%, AID2073 -21%, LYP phosphatase 2%, HIV peptide binding -0.2%, Hep lipid drop -4, SIAH1 antagonists -2%, Hep lipid drop cells 6.5 µM 755 and Myeloid diff 2 GFP+ MAC1+ % 0.9.
`CC(=O)Nc1ccc(S(=O)(=O)Oc2ccc(C(=S)N3CCC(O)CC3)cc2)cc1` gave XIAP antagonists -7.0%, Myeloid diff 2 inactive, Dengue-2 NS5 capping 2%, HEK293 NOD2/NF-kB 19%, AID2073 -48%, LYP phosphatase -6%, HIV peptide binding -3.6%, Hep lipid drop 5, SIAH1 antagonists -2%, Hep lipid drop cells 6.5 µM 674 and Myeloid diff 2 GFP+ MAC1+ % 0.6.
For O=C(Nc1ccc2c(c1)OCO2)C(c1ccccc1)N1CCCCC1 (centres undefined) the results were XIAP antagonists -9.9%, Myeloid diff 2 inactive, Dengue-2 NS5 capping -4%, HEK293 NOD2/NF-kB -16%, AID2073 0%, LYP phosphatase 0%, HIV peptide binding 1.3%, SIAH1 antagonists 3% and Myeloid diff 2 GFP+ MAC1+ % 1.7.
`O=C(Nc1cccc(F)c1)Nc1cnccn1` gave Myeloid diff 2 inactive, Dengue-2 NS5 capping 1%, HEK293 NOD2/NF-kB -8%, AID2073 8%, LYP phosphatase 2%, HIV peptide binding 1.3%, Hep lipid drop -2, SIAH1 antagonists -1%, Hep lipid drop cells 6.5 µM 714 and Myeloid diff 2 GFP+ MAC1+ % 0.5.
`COCCn1c(=NC(=O)c2ccc(S(=O)(=O)N3CCOCC3)cc2)sc2cc(S(N)(=O)=O)ccc21` gave Myeloid diff 2 inactive, Dengue-2 NS5 capping 3%, HEK293 NOD2/NF-kB 18%, AID2073 7%, LYP phosphatase -7%, HIV peptide binding -0.5%, Hep lipid drop -2, SIAH1 antagonists -2%, Hep lipid drop cells 6.5 µM 856 and Myeloid diff 2 GFP+ MAC1+ % 0.3.
For C=CCn1c(SCC(=O)Nc2nnc(CC)s2)nnc1-c1ccco1 the results were XIAP antagonists 3.4%, Myeloid diff 2 inactive, Dengue-2 NS5 capping -11%, HEK293 NOD2/NF-kB 2%, AID2073 -2%, LYP phosphatase -8%, HIV peptide binding 0.9%, Hep lipid drop 9, SIAH1 antagonists 4%, Hep lipid drop cells 6.5 µM 731 and Myeloid diff 2 GFP+ MAC1+ % 0.5.
Screening Cc1ccc(F)cc1NC(=O)c1c(-c2ccccc2)noc1C returned XIAP antagonists -5.1%, Myeloid diff 2 inactive, Dengue-2 NS5 capping -2%, HEK293 NOD2/NF-kB 18%, AID2073 -6%, LYP phosphatase -5%, HIV peptide binding 2.9%, SIAH1 antagonists 3% and Myeloid diff 2 GFP+ MAC1+ % 0.9.
For COc1cc([N+](=O)[O-])ccc1NC(=O)CCS(=O)(=O)c1ccc2c(c1)n(C)c(=O)c(=O)n2C the results were Myeloid diff 2 inactive, Dengue-2 NS5 capping -4%, HEK293 NOD2/NF-kB 19%, AID2073 -5%, LYP phosphatase -1%, HIV peptide binding 2.4%, Hep lipid drop -10, SIAH1 antagonists 1%, Hep lipid drop cells 6.5 µM 652 and Myeloid diff 2 GFP+ MAC1+ % 3.8.
Screening CC(=O)Oc1c(C)c(OC(C)=O)c2c(c1C(C)=O)OC1CC(=O)C(C(C)=O)=C(O)C21C (centres undefined) returned Myeloid diff 2 inactive, Dengue-2 NS5 capping -6%, HEK293 NOD2/NF-kB 4%, AID2073 29%, LYP phosphatase -4%, HIV peptide binding 2.7%, Hep lipid drop 16, SIAH1 antagonists 6%, Hep lipid drop cells 6.5 µM 697 and Myeloid diff 2 GFP+ MAC1+ % 0.2.
`c1cc2c3c(cccc3c1)C(N1CCCCCC1)=N2` gave XIAP antagonists -1.7%, Myeloid diff 2 inactive, Dengue-2 NS5 capping -1%, HEK293 NOD2/NF-kB 1%, AID2073 13%, LYP phosphatase -6%, HIV peptide binding -2.6%, Hep lipid drop -65, SIAH1 antagonists -5%, Hep lipid drop cells 6.5 µM 692 and Myeloid diff 2 GFP+ MAC1+ % 0.3.
`CCOc1ccc(CN2CCNC(=O)C2CC(=O)NCc2cc(C)n(C)n2)cc1` (centres undefined) gave Myeloid diff 2 inconclusive, Dengue-2 NS5 capping -12%, HEK293 NOD2/NF-kB 9%, AID2073 6%, LYP phosphatase -9%, HIV peptide binding 0.4%, Hep lipid drop 1, SIAH1 antagonists -1% and Hep lipid drop cells 6.5 µM 848.
`CC1(C)CC(=O)c2cc(OCC(=O)N3CCCCCC3)ccc2O1` gave XIAP antagonists -3.1%, Myeloid diff 2 inactive, Dengue-2 NS5 capping 5%, HEK293 NOD2/NF-kB -9%, AID2073 28%, LYP phosphatase -10%, HIV peptide binding -1.7%, SIAH1 antagonists 0% and Myeloid diff 2 GFP+ MAC1+ % 1.4.
For CC(C)(C)c1ccc(C(=O)NNc2cc(N3CCCCC3)nc(N3CCCCC3)n2)cc1 the results were XIAP antagonists -10%, Myeloid diff 2 inactive, Dengue-2 NS5 capping -4%, HEK293 NOD2/NF-kB 24%, AID2073 7%, LYP phosphatase -1%, HIV peptide binding -5.3%, Hep lipid drop 18, SIAH1 antagonists 3%, Hep lipid drop cells 6.5 µM 541 and Myeloid diff 2 GFP+ MAC1+ % 0.9.
OC(CN1CCN(Cc2ccccc2)CC1)c1ccccc1 (centres undefined) was read as XIAP antagonists -1.3%, Myeloid diff 2 inactive, Dengue-2 NS5 capping 0%, HEK293 NOD2/NF-kB -3%, AID2073 -12%, LYP phosphatase -4%, HIV peptide binding -2.3%, Hep lipid drop -1, SIAH1 antagonists -6%, Hep lipid drop cells 6.5 µM 698 and Myeloid diff 2 GFP+ MAC1+ % 0.4.
O=c1c2ccccc2nc(COc2ccccc2)n1/N=C/c1cc([N+](=O)[O-])ccc1O was read as XIAP antagonists -7.7%, Myeloid diff 2 inactive, Dengue-2 NS5 capping -7%, HEK293 NOD2/NF-kB 36%, AID2073 18%, LYP phosphatase 4%, HIV peptide binding 17%, Hep lipid drop -16, SIAH1 antagonists -8%, Hep lipid drop cells 6.5 µM 628 and Myeloid diff 2 GFP+ MAC1+ % 0.7.
`CC(C)[C@H]1C(=O)Nc2ccccc2N1C(=O)N[C@@H](Cc1ccccc1)C(=O)N[C@@H](Cc1ccccc1)C(=O)O` gave Myeloid diff 2 inactive, Dengue-2 NS5 capping 5%, HEK293 NOD2/NF-kB -4%, AID2073 7%, LYP phosphatase 4%, HIV peptide binding 1.8%, Hep lipid drop -3, SIAH1 antagonists -1%, Hep lipid drop cells 6.5 µM 774 and Myeloid diff 2 GFP+ MAC1+ % 2.4.
NS(=O)(=O)c1ccc(CCNC(=O)c2ccc(NC3=NC4CS(=O)(=O)CC4S3)cc2)cc1 (centres undefined) was read as Myeloid diff 2 inactive, Dengue-2 NS5 capping -9%, HEK293 NOD2/NF-kB 12%, AID2073 13%, LYP phosphatase -7%, HIV peptide binding 1.7%, Hep lipid drop -3, SIAH1 antagonists 3%, Hep lipid drop cells 6.5 µM 790 and Myeloid diff 2 GFP+ MAC1+ % 2.4.
`COc1ccc(-c2nn(CC(=O)N(C)C)c(=O)c3ccccc23)cc1` gave XIAP antagonists -4.7%, Myeloid diff 2 inactive, Dengue-2 NS5 capping -2%, HEK293 NOD2/NF-kB 14%, AID2073 2%, LYP phosphatase -6%, HIV peptide binding 0.4%, Hep lipid drop -1, SIAH1 antagonists -5%, Hep lipid drop cells 6.5 µM 797 and Myeloid diff 2 GFP+ MAC1+ % 1.6.
`CC(C)NC(=O)C(=O)NC1CCCCCC1` gave XIAP antagonists -2.5%, Myeloid diff 2 inactive, Dengue-2 NS5 capping -1%, HEK293 NOD2/NF-kB -5%, AID2073 -6%, LYP phosphatase -8%, HIV peptide binding -0.4%, SIAH1 antagonists -1% and Myeloid diff 2 GFP+ MAC1+ % 0.7.
COc1ccc(/C=N/NC(=O)c2cc(C)on2)c2ccccc12 was read as XIAP antagonists -6.9%, Myeloid diff 2 inactive, Dengue-2 NS5 capping -7%, HEK293 NOD2/NF-kB 20%, AID2073 15%, LYP phosphatase -1%, HIV peptide binding -3.2%, SIAH1 antagonists 2% and Myeloid diff 2 GFP+ MAC1+ % 1.1.
For CCn1c(=O)c2cc(C(=O)N3CCCC3)sc2c2ccccc21 the results were XIAP antagonists -2.8%, HEK293 NOD2/NF-kB 28%, AID2073 -7%, LYP phosphatase -7%, HIV peptide binding 0.1%, Hep lipid drop -11, SIAH1 antagonists -3% and Hep lipid drop cells 6.5 µM 682.
N#Cc1nnn(Cc2ccccc2)c1N was read as XIAP antagonists -8.6%, Myeloid diff 2 inactive, Dengue-2 NS5 capping -5%, HEK293 NOD2/NF-kB -1%, AID2073 2%, LYP phosphatase -8%, HIV peptide binding 0.8%, Hep lipid drop 23, SIAH1 antagonists -5%, Hep lipid drop cells 6.5 µM 798 and Myeloid diff 2 GFP+ MAC1+ % 0.2.
Cc1ccccc1NC(=O)C(=O)NCc1ccccn1 was read as XIAP antagonists -1.2%, Myeloid diff 2 inactive, Dengue-2 NS5 capping -7%, HEK293 NOD2/NF-kB -4%, AID2073 10%, LYP phosphatase -3%, HIV peptide binding -1.2%, Hep lipid drop -6, SIAH1 antagonists 3%, Hep lipid drop cells 6.5 µM 461 and Myeloid diff 2 GFP+ MAC1+ % 5.7.

This is a subset; the hit share may differ from the screen's.
